Bioassay records deposited in PubChem by several laboratories.
OX1R antag-1: antagonists of human orexin 1 receptor (OX1R) | 1.8% of 330,000 active | OX1R-expressing cells, FRET antagonist read-out | AID 485270 | inhibition, % at 6.6 µM; in the data active = inhibition mostly above about 38%, no sharp cut-off; inactive = mostly below about 40%;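 also: 0% = agonist challenge alone and 100% = reference antagonist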
Target sequence (O43613 whole entry, looked up): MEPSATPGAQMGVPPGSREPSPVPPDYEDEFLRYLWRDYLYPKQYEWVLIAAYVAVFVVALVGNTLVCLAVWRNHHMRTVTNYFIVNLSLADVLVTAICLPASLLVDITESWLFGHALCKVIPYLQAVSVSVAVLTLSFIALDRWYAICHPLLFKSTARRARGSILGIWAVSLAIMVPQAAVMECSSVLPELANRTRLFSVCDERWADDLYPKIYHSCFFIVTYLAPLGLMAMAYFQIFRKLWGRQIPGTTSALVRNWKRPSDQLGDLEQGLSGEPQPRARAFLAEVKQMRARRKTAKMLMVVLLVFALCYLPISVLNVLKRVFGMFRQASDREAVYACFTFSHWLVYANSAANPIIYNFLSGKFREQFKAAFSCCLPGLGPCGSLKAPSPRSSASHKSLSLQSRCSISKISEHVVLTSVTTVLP
OX1R antag-2: human HCRTR1 antagonism | inhibition, % at 5 µM | 0.43% of 330,000 active | CHO/OX1R cells, Fluo-8 calcium fluorescence, orexin A | AID 434989 | O43613;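 active = inhibition above its plate's threshold, mean inhibition of all tested compounds on the plate plus 3 SD, cut at about 37% in these data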;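 also: 0% = orexin A challenge wells and 100% = SB-334867-A antagonist wells; not every result past the cut was called active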
CHT PAM: human CHT allosteric activation; Q9GZV3; CHT-expressing cells, membrane potential dye, choline EC20; stronger effect = higher value; LV-AA mutant CHT in HEK293 cells; B-score at 10 µM; 0.49% of 310,000 active;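 active = initial fluorescence not abnormally high and integrated response B-score, plate-corrected, over 3 SD above library mean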
Target sequence (Q9GZV3 whole entry, looked up): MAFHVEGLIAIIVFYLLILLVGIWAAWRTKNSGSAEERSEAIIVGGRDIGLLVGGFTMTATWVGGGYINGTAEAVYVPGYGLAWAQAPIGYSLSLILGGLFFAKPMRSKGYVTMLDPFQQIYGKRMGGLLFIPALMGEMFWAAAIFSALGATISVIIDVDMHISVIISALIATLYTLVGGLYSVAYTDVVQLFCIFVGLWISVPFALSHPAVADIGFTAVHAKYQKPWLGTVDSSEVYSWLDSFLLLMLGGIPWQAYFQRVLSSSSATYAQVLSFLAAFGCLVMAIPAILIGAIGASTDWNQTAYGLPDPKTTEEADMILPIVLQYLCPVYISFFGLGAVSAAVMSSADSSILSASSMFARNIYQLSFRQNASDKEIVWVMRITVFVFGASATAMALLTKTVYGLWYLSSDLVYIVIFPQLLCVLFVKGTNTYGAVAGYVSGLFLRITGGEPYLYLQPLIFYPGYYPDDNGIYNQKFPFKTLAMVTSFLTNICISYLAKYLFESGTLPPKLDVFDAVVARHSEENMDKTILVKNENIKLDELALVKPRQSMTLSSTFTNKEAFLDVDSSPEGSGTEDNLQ
* = called active by the depositor; i = inactive; . = not tested or not shown.

SMILES	OX1R antag-1	OX1R antag-2	CHT PAM
COc1cc2c3c(c1)/C(=C1/SC(=S)NC1=O)C(=O)N3C(C)(C)C=C2C	7.8	-10.4	i
CCOC(=O)N1CCN(Cc2nc3cc(NC(=O)CC)ccc3n2CC)CC1	0.1	-25.1	i
Cc1csc(N(C(=O)c2ccccc2F)c2ccccc2)n1	19.7	-12.0	i
O=C(COC(=O)CSc1ccc2ccccc2c1)NCc1ccc2c(c1)OCO2	10.5	1.2	i
CCOC(=O)C1CCN(c2c(NCCN3CCCCC3C)c(=O)c2=O)CC1 (centres undefined)	3.2	-12.6	i
Cc1ccccc1C(=O)O/N=C(\N)c1ccc([N+](=O)[O-])cc1	16.5	-12.3	i
O=c1c2c3c(sc2nc2n1CCC2)CCC3	14.7	1.8	i
O=S(=O)(Nc1ccccn1)c1ccc(Cl)c2ccccc12	13.1	-24.1	i
O=C(O)CCCNS(=O)(=O)c1ccccc1	16.4	-1.4	i
CC(C)C(NC(=O)C(NC(=O)C1O[C@@H]2OC(C)(C)O[C@@H]2[C@H]2OC(C)(C)O[C@@H]12)C(C)C)C(=O)O (some centres undefined)	21.4	-16.3	i
COc1ccc(CNC(=O)CN2CCN(c3ccccc3O)CC2)cc1OC	1.8	-15.9	i
CSc1nnc(C)c(=O)n1COC(=O)c1ccc(S(=O)(=O)N2CCOCC2)cc1	10.9	-9.9	i
Cc1c(NC(=O)c2nn3c(C(F)(F)F)cc(-c4ccccc4)nc3c2Cl)c(=O)n(-c2ccccc2)n1C	39.6	-20.9	i
C#CCOCCOCCOCCNc1nc(N2CCN(C(=O)[C@H](CCCN=C(N)N)n3cc(C(N)[C@@H](C)CC)nn3)CC2)nc(N2CCN(C(=O)[C@H](CCC(=O)O)n3cc([C@@H](N)CCCCN)nn3)CC2)n1 (some centres undefined)	0.1	-10.1	.
CCOC(=O)N1CCN(C(=O)C2CCCN(S(=O)(=O)c3ccccc3)C2)CC1 (centres undefined)	7.7	-20.5	i
CC(C)Cc1cc(C(=O)Nc2ccccc2)c2ccccc2n1	20.0	-26.7	i
CC(=O)Nc1ccc(S(=O)(=O)n2nc(-c3ccc(C)cc3)nc2N)cc1	18.2	-24.0	i
COc1ccc(NC(=O)C(CCSC)NC(N)=O)cc1NS(=O)(=O)c1ccc(F)cc1 (centres undefined)	-15.7	-3.6	i
COc1ccc(N=C(c2ccccc2)c2c(C)[nH]n(-c3ccccc3)c2=O)c(OC)c1	22.0	-26.1	i
Cc1cc(=O)[nH]c(SCCOc2ccc(OC(C)C)cc2)n1	2.4	-19.6	i
O=C(CN1C(=O)c2cccnc2Oc2ccc(Cl)cc21)Nc1ccccc1F	10.6	10.3	i
CCCn1c(N)c(C(=O)CSc2nc3ccccc3s2)c(=O)[nH]c1=O	26.6	44.6*	i
CC(C)C[C@H](N)c1cn([C@@H](Cc2ccc(O)cc2)C(=O)N2CCNCC2)nn1	32.3	11.5	i
CC(C)(C)OC(=O)NCCCCCNC(=O)c1[nH]cnc1C(=O)NC1CCN(C(=O)OC(C)(C)C)CC1	8.2	-17.7	.
C/C(=C1/C(=O)N(c2ccc([N+](=O)[O-])cc2)N=C1c1ccccc1)N(C)C	41.5*	18.5	i

(next part)
SMILES	OX1R antag-1	OX1R antag-2	CHT PAM
Cc1noc(C)c1COc1ccccc1C(=O)N1CCN(c2cccc(C(F)(F)F)c2)CC1	-1.1	12.6	.
O=C(Nc1ccc(Br)cc1F)C1CC(=O)N(C2CCCCC2)C1 (centres undefined)	27.5	-3.3	i
COc1ccc(NS(=O)(=O)c2cccs2)cn1	3.4	-13.5	i
CCOc1cc(/C=N/NC(=O)c2ccccn2)ccc1OC(=O)c1cccs1	22.9	-22.0	i
CCn1cc(C(=O)NCCCN2CCCC2)c(=O)c2cc(S(=O)(=O)N3CCc4ccccc4C3)ccc21	-0.8	-21.6	i
Cc1[nH]c2ccccc2c1/C=N/NC(=O)c1cc(C(C)(C)C)[nH]n1	38.1*	-15.4	i
COc1ccccc1N1CCN(C(=O)c2ccc3c(Cl)c4c(nc3c2)CCCC4)CC1	0.2	-55.5	i
COc1cc(NC(=O)c2ccnnc2)cc(C(=O)Nc2cccc(C(F)(F)F)c2)c1	24.9	-15.3	i
COc1ccc(N(CC(=O)NN=C2CCCC2)S(=O)(=O)c2ccccc2)cc1	20.6	-37.1	i
COc1ccc(-c2nn(-c3ccccc3)cc2/C=C\C(=O)N2CCOCC2)cc1[N+](=O)[O-]	3.8	-13.2	i
CN1CCN(C(=O)c2ccc(N(Cc3ccc(Cl)cc3)S(C)(=O)=O)cc2)CC1	24.4	-10.5	i
COc1ccccc1CN(C(=O)CNC(=O)c1ccco1)C(C(=O)NCC1CCCO1)c1ccccc1 (centres undefined)	2.9	-5.7	i
COc1ccc(CNc2ccc(S(N)(=O)=O)cc2)c(OC)c1OC	4.7	-3.7	i
CC(C)NS(=O)(=O)c1ccc(CCC(=O)O)cc1	-3.8	-9.8	i
CCCn1c(N)c(C(=O)CSc2nc3ccccc3n2CCC#N)c(=O)n(C)c1=O	32.6	-3.0	i
O=C(CN1CCOCC1)NNc1nc(-c2ccccc2)c2cc(Br)ccc2n1	17.9	-24.3	i
O=C(N/N=C/c1ccco1)c1ccccc1OCc1ccc(Br)cc1	13.9	-41.6	i
COc1ccc2[nH]c3c(c2c1)CCN1C(=O)C(CC(=O)NCc2cccc(C(F)(F)F)c2)C[C@H](C(=O)N2CCCCC2)[C@@]31CCc1ccccc1 (some centres undefined)	9.9	-27.2	.
CC1C(=O)Nc2ccccc2N1C(=O)c1ccc(Cl)c(Cl)c1 (centres undefined)	7.4	-20.5	i
CCCN(CCC)CCCNC(=O)C1CCC(CNS(=O)(=O)c2cccc3nsnc23)CC1 (centres undefined)	29.6	-9.4	i
COC(=O)C1CC23C=CCN4CCC5(c6ccccc6NC15C2C)C43 (centres undefined)	-9.1	-33.3	i
COc1ccc(CCNC(=O)COc2ncnc3ccccc23)cc1	-1.1	-3.7	i
CSc1cccc(NC(=O)Nc2ccc(Cl)cc2)c1	50.5*	49.3*	i
O=S(=O)(NC1CC1)c1ccc(S(=O)(=O)N2CCCC(c3nc(-c4cccnc4)no3)C2)cc1 (centres undefined)	5.7	-7.3	i
Fc1ccc(NC(=S)NCc2ccccc2)cc1	10.9	-7.4	i

Profiles as entered above. Values in the order: OX1R antag-1	OX1R antag-2	CHT PAM
COc1ccc(N(CC(=O)NN=C2CCCC2)S(=O)(=O)c2ccccc2)cc1 across the screens: 20.6	-37.1	i
Cc1noc(C)c1COc1ccccc1C(=O)N1CCN(c2cccc(C(F)(F)F)c2)CC1 across the screens: -1.1	12.6	.

Remaining list, next part.
SMILES	OX1R antag-1	OX1R antag-2	CHT PAM
O=C(O)c1cc(Cl)c2ccccc2c1O	16.6	16.6	i
CC(C)N1CCC2(CC1)C(C#N)=C(N)NC(S)=C2C#N	21.4	-4.7	i
CC(=O)N1CCc2c(sc(NC(=O)CCS(=O)(=O)c3ccccc3)c2C(N)=O)C1	28.5	11.6	i
Cc1nnc2sc(SCc3ccc(Cl)cc3)nn2c1=O	15.0	-4.2	i
C=CC[C@@]12C=C(OC)C(=O)C(OC)=C1O[C@H](c1ccc3c(c1)OCO3)[C@H]2C	12.1	-3.4	i
O=C(c1ccccc1F)N1CCN(S(=O)(=O)c2ccc3c(c2)OCCO3)CC1	6.8	-4.6	i
Cc1cc(C)cc(NS(=O)(=O)c2cc(C(=O)NCc3ccccn3)ccc2Cl)c1	2.5	-4.2	i
COc1ccc(N(CC(=O)Nc2ccccc2OC)S(=O)(=O)c2ccc(OC)c(OC)c2)cc1	4.5	-17.5	i
Cc1nnc(NC(=O)c2ccc3c(c2)NC(=O)CS3)s1	9.4	-63.8	.
NS(=O)(=O)c1cc(C(=O)OCC(=O)Nc2ccc(Cl)cc2[N+](=O)[O-])ccc1Cl	57.6	-1.1	i
CC1=C(C(=O)c2ccccc2)C(c2ccc(N3CCOCC3)cc2)NC(=O)N1 (centres undefined)	11.8	-8.5	i
CCOc1ccccc1CN1C(=O)NC2(CCCCCC2)C1=O	10.4	-33.0	i
CC(C)(C)C(=O)O/N=C(\N)c1ccc([N+](=O)[O-])s1	19.4	-1.8	i
CC(C)OC(=O)c1ccc(COC(=O)c2cnccn2)cc1	9.0	2.4	i
O=C(Nc1nnc(COc2ccc(Cl)cc2)s1)c1cccs1	30.5	-11.8	i
CC(Oc1cc2oc(=O)c3c(c2cc1Cl)CCC3)C(=O)N1C[C@H]2C[C@@H](C1)c1cccc(=O)n1C2 (some centres undefined)	12.9	-22.4	i
CCOc1ccc(OCCC(=O)OC(C)C(=O)Nc2ccc(C(C)=O)cc2)cc1 (centres undefined)	3.9	-24.9	i
CC(=O)Nc1ccc(S(=O)(=O)NC(C)c2nc(-c3ccccc3)no2)cc1 (centres undefined)	41.0	-1.2	i
CCn1c(SCC(=O)Nc2ccc3c(c2)OCO3)nnc1-c1ccccc1O	21.0	5.9	i
CCc1ccc(Nc2n[n+](C)c(-c3ccncc3)s2)cc1	17.3	-32.7	i
O=C(Nc1ccon1)c1sc2cc(Cl)ccc2c1Cl	0.2	-4.7	i
FC(F)(F)c1nc(Oc2ccccc2)c2ccccc2n1	14.0	-14.3	i
COc1ccc(C(C(=O)Nc2ccc(C(C)C)cc2)N(C)C(=O)c2ccc(=O)[nH]c2)cc1 (centres undefined)	-3.5	-27.7	i
CC(C)c1ccc(Nc2nnc(SCC(=O)NCC3CCCO3)s2)cc1 (centres undefined)	11.9	-13.4	.
Cc1cc(Cl)ccc1NC(=O)CN1CCN(C(=O)c2ccco2)CC1	18.5	-4.7	i

New compounds follow:
SMILES	OX1R antag-1	OX1R antag-2	CHT PAM
O=C1c2ccccc2S(=O)(=O)c2cc(N3CCc4ccccc4C3)ccc21	25.4	-22.9	i
CC(C)c1c(C(=O)N/N=C/c2cccc(OCc3ccccc3)c2)nnn1-c1nonc1N	3.7	-16.8	i
CCc1ccccc1NC(=O)c1cc(S(=O)(=O)N2CCc3ccccc32)cn1C	13.0	-34.9	i
CN(C)C/C(Cl)=C(\Cl)c1ccccc1	9.2	-12.9	i
CCCCOc1ccc(NC(=O)Cn2c(=O)ccc3c(C)cc(C)nc32)cc1	20.2	-35.7	i
CCOc1ccc(N=Nc2c(=O)[nH]n3c(C)cc(C)nc23)cc1	149.4*	-8.7	i
O=C(Nc1ncc(Cc2ccccc2Cl)s1)C1=NCCN1	3.0	0.2	i
O=[N+]([O-])c1ccc(CN2C=NS(=O)(=O)c3ccccc32)cc1	14.9	-17.8	i
CCCn1nc(C(=O)Nc2ccc(N3CCOCC3)cc2)c2ccccc2c1=O	-3.4	4.0	.
Cc1cccc2sc(NC(=O)CSc3nnnn3C)nc12	5.0	-4.1	i
CCOC(=O)c1c(S(=O)(=O)NCc2ccco2)c(C)n(C)c1C	7.3	-4.1	i
CCN(CC)S(=O)(=O)c1cc(NC(=O)C(C)N(C)CC(=O)Nc2c(C)cccc2C)ccc1C (centres undefined)	22.9	-24.3	i
CC1C(=O)N2CCCc3cc(NC(=O)C(=O)NCc4ccccn4)cc1c32 (centres undefined)	13.9	9.3	i
CCCCNC(=O)CN(c1cc(C(F)(F)F)ccc1Cl)S(C)(=O)=O	13.3	-20.7	i
C/C(=N\NC(=O)CC(C)C)c1c(C(F)(F)F)[nH]n(-c2nc3ccccc3s2)c1=O	12.2	-8.8	i
COc1ccc(CN2CCn3ncc(C(=O)Nc4ccc(Cl)cc4Cl)c3C2=O)cc1	17.8	-13.6	i
Nc1cc(C(=O)O)c(Oc2ccc(Cl)cc2Cl)cc1C(=O)O	61.3*	-9.8	i
O=C(O)CC1(CC(=O)Nc2cc3ccccc3cn2)CCCCC1	9.4	3.4	i
CCCCn1c(O)c(C(CC)=Nc2ccc3c(c2)CCC3)c(=O)[nH]c1=O	6.8	-30.4	i
CCOc1ccccc1Nc1nnc(SCC(=O)NCC2CCCO2)s1 (centres undefined)	6.8	-22.1	.
CCSc1n[nH]c2nc3c(c(=O)n12)C1(CCCCC1)Cc1ccccc1-3	-3.3	-17.2	i
Fc1ccc2c(-c3cccc(C(F)(F)F)c3)c(-c3ccccc3)ncc2c1	8.2	-135.5	.
CCn1c(=O)c(C(=O)CN2CCc3ccccc32)c(N)n(Cc2ccccc2)c1=O	19.4	-5.0	i
CCN1C(=O)[C@H]2[C@@H](c3ccc(C)cc3)N3C(=O)N(c4ccc(C(F)(F)F)cc4)C(=O)[C@@]3(CC(C)C)[C@H]2C1=O	20.5	-11.5	i
Cc1cc(C(=O)NC2=NCCS2)cs1	2.4	-18.5	i
CCC(=O)Nc1cccc(-n2nnnc2SCC(=O)NCc2ccco2)c1	12.2	-24.1	i

By substructure, the compounds so far with a tert-butyl group (3)
SMILES	OX1R antag-1	OX1R antag-2	CHT PAM
CC(C)(C)OC(=O)NCCCCCNC(=O)c1[nH]cnc1C(=O)NC1CCN(C(=O)OC(C)(C)C)CC1	8.2	-17.7	.
Cc1[nH]c2ccccc2c1/C=N/NC(=O)c1cc(C(C)(C)C)[nH]n1	38.1*	-15.4	i
CC(C)(C)C(=O)O/N=C(\N)c1ccc([N+](=O)[O-])s1	19.4	-1.8	i

Reformatted with two lines to a compound: entries from further up
Every second line gives: OX1R antag-1 | OX1R antag-2 | CHT PAM
- CC(C)NS(=O)(=O)c1ccc(CCC(=O)O)cc1
→ -3.8 | -9.8 | i
- O=S(=O)(NC1CC1)c1ccc(S(=O)(=O)N2CCCC(c3nc(-c4cccnc4)no3)C2)cc1 (centres undefined)
→ 5.7 | -7.3 | i
- CSc1cccc(NC(=O)Nc2ccc(Cl)cc2)c1
→ 50.5* | 49.3* | i
- CCCCOc1ccc(NC(=O)Cn2c(=O)ccc3c(C)cc(C)nc32)cc1
→ 20.2 | -35.7 | i
- CCOc1ccc(N=Nc2c(=O)[nH]n3c(C)cc(C)nc23)cc1
→ 149.4* | -8.7 | i
